Source: PubChem (The Scripps Research Institute Molecular Screening Center)
FBW7 activator – human FBW7 E3 ligase activation, primary screen | Q969H0 | AlphaScreen FBW7–phospho-cyclin E peptide binding, activator screen | normalized activity (activation), % at 26.1 µM | 650,000 compounds, 0.13% hits | AID 1259310; in the data active = normalized activity above about 1.9%;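 also: purified mutant Fbw7 with reduced substrate affinity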
GPR151 activ – activators of human GPR151. Q8TDV0. PathHunter beta-arrestin GPR151 cells, luminescence. activation, % at 11.2 µM. 650,000 compounds, 1% hits; in the data active = activation above about 4.9%;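 also: 0% = median of compound wells and 100% = cells with positive control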
Target sequence (Q8TDV0 whole entry, looked up): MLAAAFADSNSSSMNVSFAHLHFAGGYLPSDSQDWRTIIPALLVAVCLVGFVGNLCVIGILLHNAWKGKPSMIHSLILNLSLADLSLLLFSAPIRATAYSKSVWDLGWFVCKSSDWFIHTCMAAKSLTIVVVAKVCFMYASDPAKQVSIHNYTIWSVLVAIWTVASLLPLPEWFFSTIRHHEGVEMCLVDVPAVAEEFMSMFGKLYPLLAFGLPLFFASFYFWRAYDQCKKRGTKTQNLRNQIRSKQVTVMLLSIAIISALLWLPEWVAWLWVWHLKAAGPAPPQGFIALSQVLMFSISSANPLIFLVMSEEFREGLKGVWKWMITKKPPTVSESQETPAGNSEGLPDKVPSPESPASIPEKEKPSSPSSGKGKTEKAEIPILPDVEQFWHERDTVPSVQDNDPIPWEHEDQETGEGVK
MITF primary – blocks human microphthalmia-associated transcription factor | O75030 | AlphaScreen MITF homodimerization, bead proximity signal | inhibition, % at 2.6 µM | 650,000 compounds, 0.91% hits | AID 1259374; in the data active = inhibition above about 50%;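 also: 0% = vehicle wells with protein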
Target sequence (O75030 whole entry, looked up): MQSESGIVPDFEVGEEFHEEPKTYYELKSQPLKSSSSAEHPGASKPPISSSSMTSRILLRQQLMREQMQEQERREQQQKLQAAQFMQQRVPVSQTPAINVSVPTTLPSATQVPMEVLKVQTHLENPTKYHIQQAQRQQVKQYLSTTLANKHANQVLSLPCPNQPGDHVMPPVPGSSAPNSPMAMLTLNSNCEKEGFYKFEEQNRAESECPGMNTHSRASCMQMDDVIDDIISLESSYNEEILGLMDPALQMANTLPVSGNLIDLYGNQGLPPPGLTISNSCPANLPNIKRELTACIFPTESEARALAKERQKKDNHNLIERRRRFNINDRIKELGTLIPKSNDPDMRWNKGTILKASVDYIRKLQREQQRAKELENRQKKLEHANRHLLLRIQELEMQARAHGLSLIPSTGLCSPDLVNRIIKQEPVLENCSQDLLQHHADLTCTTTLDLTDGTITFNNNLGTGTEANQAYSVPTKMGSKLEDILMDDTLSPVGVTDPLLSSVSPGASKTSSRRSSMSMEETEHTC
TEAD-YAP inh – TEAD-YAP interaction inhibition; HEK-TIYL cells, TEAD-Gal4/YAP UAS-luciferase luminescence; AID 1259422; 640,000 compounds, 1.4% hits; inhibition, % at 9.12 µM; in the data active = inhibition above about 32%;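 also: 0% = median of test compound wells and 100% = reference inhibitor wells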
Starred values were filed as active, the others as inactive; / = not tested or not shown.

Start of the data: the first 3 compounds as a preview:
SMILES | FBW7 activator | GPR151 activ | MITF primary | TEAD-YAP inh
CCCOc1ccc(C(=O)Nc2ccc(Cl)c(-c3nc4ccccc4o3)c2)cc1 | 0.0 | 1.6 | 6 | 9
CCOC(=O)c1sc(NC(=O)CCSc2nnc3ccccn23)c(C(=O)OCC)c1C | 0.7 | -0.8 | 18 | -6
Cc1c(-c2nc3cnccn3c2NCc2ccc3c(c2)OCO3)cnn1C | 0.3 | -0.9 | 16 | 6

The list itself, from the start:
SMILES | FBW7 activator | GPR151 activ | MITF primary | TEAD-YAP inh
CCCOc1ccc(C(=O)Nc2ccc(Cl)c(-c3nc4ccccc4o3)c2)cc1 | 0.0 | 1.6 | 6 | 9
CCOC(=O)c1sc(NC(=O)CCSc2nnc3ccccn23)c(C(=O)OCC)c1C | 0.7 | -0.8 | 18 | -6
Cc1c(-c2nc3cnccn3c2NCc2ccc3c(c2)OCO3)cnn1C | 0.3 | -0.9 | 16 | 6
COc1cccc(CN2CCN(Cc3ccccc3Br)CC2)c1OC | -0.2 | -1.6 | 35 | -21
Cc1cccc2c(=O)c(C(=O)NN)c[nH]c12 | 0.0 | 2.6 | 9 | 0
CCOC(=O)N1CCN(Cc2cc(=O)oc3c(C)cc(C)cc23)CC1 | -0.3 | 1.4 | -2 | 4
Cc1cc(NC(=O)c2ccc3ccccc3c2)ccc1N1CCCCC1=O | -0.1 | -0.8 | -3 | -30
CN(C)CCOc1ccc(CN[C@H]2C[C@H]3C(=O)N4CCC[C@@H]4C(=O)N3C2)cc1 | 0.2 | -1.8 | 10 | 16
Cc1ccccc1C(=O)Nc1cccc(C(=O)Nc2ccccc2C(=O)O)c1 | 0.1 | 0.8 | 14 | 9
O=C(NC(=O)N1CCSCC1)c1c(Cl)cccc1Cl | 0.0 | -1.2 | 0 | 2
CCN(CC)c1nc(C)nc2sc(C(=O)N3CCC(C(N)=O)(N4CCCCC4)CC3)c(C)c12 | -0.2 | 2.1 | -9 | 0
COC(=O)C1=C(C(=O)OC)SC(=C2C(=S)C(C)(C)N(C(=O)c3cccc([N+](=O)[O-])c3)c3ccc(OC)cc32)S1 | -0.1 | 3.5 | -6 | -4
Cc1ccc(NC(=O)Nc2ccccc2C(=O)Nc2ccc(C)c(C)c2)cc1C | -0.1 | -1.0 | -12 | -49
CC(CCc1ccc(O)cc1)N1CCC(=O)N(Cc2ccc(F)cc2)CC1 (configuration not stated) | -0.1 | 0.0 | -2 | -1
COc1ccc(-c2ccc(/C=C3/SC(N4CCOCC4)=NC3=O)o2)cc1 | 0.1 | 2.6 | -6 | -4
COc1ccc(C(=O)NCc2nnc(SCC(=O)N3N=C(c4cccs4)CC3c3ccc(C)cc3)n2Cc2ccccc2)cc1OC (configuration not stated) | -0.1 | 1.7 | -2 | 17
COC(=O)N/N=C\c1ccc(-c2ccc([N+](=O)[O-])cc2OC)o1 | -0.1 | 0.9 | -2 | -1
CCCCc1nc2c(C)c(NC(C)=O)cnc2n1Cc1cccc([N+](=O)[O-])c1 | -0.1 | -0.2 | 4 | -2
CCCC1CCC(OC(=O)c2ccc(C(=O)OC3CCC(CCC)CC3)nc2)CC1 (configuration not stated) | 0.0 | -1.3 | 3 | 2
CC(=O)c1ccc(N2C(=O)c3cc4ccccc4cc3C2=O)cc1 | -0.1 | 1.3 | 9 | 11
O=C(O)c1ccccc1-c1ccccc1C(=O)Nc1cccc(-c2nc3ccccc3[nH]2)c1 | 0.1 | -2.3 | -1 | 5
COC(=O)c1ccc(NC(=O)/C(=C/c2ccc([N+](=O)[O-])cc2)NC(=O)c2ccccc2)cc1 | -0.2 | 0.6 | 0 | -9
CCCCNc1ccccc1C(=O)OCC(=O)/C(C#N)=C(\C)N | 0.2 | -1.3 | 8 | -4
CC(=O)c1ccc(F)c(-c2cc(C)cc3c2OC(CNC(=O)C2CCC(=O)N2)C3)c1 (configuration not stated) | 0.4 | 0.6 | 7 | 0
O=C(O)c1cccc(S(=O)(=O)Nc2ccc(I)cc2)c1 | -0.1 | -0.1 | -6 | -1
CCOCCOC(=O)CSc1ncnc2sc3c(c12)CCC(C)C3 (configuration not stated) | 0.2 | -0.4 | -2 | 5
CCOC(=O)c1ccccc1NC(=O)c1c[nH]c(=O)n(-c2ccc(C)c(C)c2)c1=O | 0.0 | -0.6 | -7 | 6
CNc1c(Cl)ccc2c1C(=O)c1ccccc1C2=O | -0.4 | -0.6 | 5 | -3
Cc1ccc(C23CC4CC(CC(C(=O)Nc5ccc(S(N)(=O)=O)cc5)(C4)C2)C3)cc1 | 0.2 | 0.3 | 0 | 7
COc1ccccc1C1CC(=O)N2C(=C1C#N)SCC2(O)c1ccccc1 (configuration not stated) | -0.1 | -0.1 | 3 | -33
CCOC(=O)c1c(-c2ccccc2)oc2ccc(N(C(=O)/C=C/c3ccccc3)S(=O)(=O)c3ccc(Cl)cc3)cc12 | 0.0 | 0.7 | 2 | -1
CC12CCC(C(=O)Nc3nc4ccccc4s3)(OC1=O)C2(C)C (configuration not stated) | 0.0 | -0.1 | 12 | -27
CC[C@@H](Cn1nnc2ccccc2c1=O)NC(=O)Cc1ccccc1OC | 0.1 | 0.6 | 6 | 3
COc1ccc(OC)c(CNC(=O)c2cc3c(C)nc4ccccc4c3o2)c1 | -0.1 | 0.3 | 2 | 22
CCCn1c(=O)c2c(nc3n2CCN3c2ccc(C)cc2C)n(C)c1=O | -0.2 | 0.1 | -1 | 13
COc1ccc(-n2nnnc2C2CCN(S(=O)(=O)c3ccc(Cl)cc3)CC2)cc1 | 0.0 | -2.6 | -5 | 6
CCCCCC(O)/C=C/C=O (configuration not stated) | / | 1.5 | 0 | /
Cc1nn(-c2ccccc2)c(Cl)c1/C=N/NC(=O)CNC(=O)/C=C/c1ccccc1 | 0.3 | -2.5 | 16 | 1
Cc1cccc(C)c1NC(=O)CN(c1ccc(Br)cc1)S(C)(=O)=O | 0.0 | 0.2 | 8 | 4
CCOC(=O)c1c(NC(C)=O)n(CCc2ccccc2)c2nc3ccccc3nc12 | 0.1 | -0.1 | 1 | 20
Cc1oc(-c2cccs2)nc1CSc1nc2ncccc2[nH]1 | 0.0 | -1.1 | 1 | 6
O=C(CCC1(Cc2ccc3c(c2)OCO3)CCC(=O)N1)NC[C@H]1CCc2ccccc2O1 (some centres not stated) | 0.1 | -0.7 | 20 | 13
CC1CCCCC1NC(=O)c1ccc2c(=O)n(Cc3ccc(Cl)cc3)c(=S)[nH]c2c1 (configuration not stated) | 0.1 | -0.5 | 16 | 6
COc1cccc(C2C=C(c3ccc(F)cc3)Nc3ncnn32)c1OC (configuration not stated) | 0.0 | -1.1 | 1 | -2
COC(=O)c1cnn2c1NCN(C1CCCCC1)C2 | -0.1 | 2.2 | -1 | 3
O=CNc1cccc(OCC(=O)N2N=C(c3ccc(Cl)cc3)CC2c2ccco2)c1 (configuration not stated) | 0.4 | -1.4 | 11 | -9
Cc1nc2ccc(-n3nnc(C(=O)O)c3C)cc2s1 | -0.2 | 0.7 | -9 | -5
Cc1ccc(OCCCNC2CCCC2)c(I)c1 | -0.1 | 0.0 | 30 | 6
CCN1CCN(CC(O)COc2ccc(C(C)C)c(C)c2)CC1 (configuration not stated) | 0.0 | 0.2 | 13 | -2
Clc1ccc(OCCCCN2CCNCC2)c(Br)c1 | -0.1 | -0.8 | 79* | -5
COc1ccc(Nc2cc(N3CCN(c4ccccc4F)CC3)c3noc4c3c2C(=O)c2ccccc2-4)cc1 | -0.1 | 0.2 | 1 | -12
C/C(=N/OCO/N=C(\C)c1ccc(F)cc1F)c1ccc(F)cc1F | -0.1 | 2.1 | 10 | 10
Cc1ccc(-c2ccccc2[C@@H]2C[C@H]3CN(C)C(=O)[C@]34CCCN24)o1 | -0.2 | 1.3 | 8 | 2
CCOc1ccc(C(=O)Nc2cccc(-c3nc4cc(C)ccc4o3)c2C)cc1 | -0.1 | 1.8 | -12 | -5
O=C(NC(=S)NCc1ccco1)c1ccc(Cl)cc1 | 0.0 | 3.7 | 14 | -9
N#CC(C(=O)C(F)(F)F)c1ccccc1 (configuration not stated) | 0.1 | 0.1 | -8 | 4
COCCOC(=O)c1ccc(NC(=O)c2cc3ccccc3oc2=O)cc1 | -0.2 | -0.1 | -1 | -14
CC(C)(C)C(=O)NCCCNc1ccc([N+](=O)[O-])cc1 | 0.2 | 1.6 | 12 | 6
CC1=CC(C)(C)NC(=S)N1c1ccccc1 | 0.0 | -0.3 | 8 | -3
Cc1nonc1CC(=O)N1CCC(c2nc3sc4c(c3c(=O)[nH]2)CCCC4)CC1 | 0.0 | -1.6 | -11 | -6

Going on with the list.
SMILES | FBW7 activator | GPR151 activ | MITF primary | TEAD-YAP inh
CCOc1cc(/C=C(\C#N)C(=O)Nc2cccc(C)c2)ccc1O | -0.2 | 0.2 | 0 | 8
COc1ccc(OC)c(NC(=O)c2ccc3c(c2)C(=O)N(CC2CCCO2)C3=O)c1 (configuration not stated) | -0.1 | 0.3 | 4 | -1
Cc1c(CCC(C)C)c(N2CCN(c3ccc(Cl)cc3)CC2)n2c(nc3ccccc32)c1C#N | -0.2 | 1.8 | 16 | 6
CC(C)CN(C(=O)CCl)C1CCS(=O)(=O)C1 (configuration not stated) | -0.1 | -0.6 | 7 | 66*
O=C1NC(=O)/C(=C\c2ccc([N+](=O)[O-])cc2)N1 | -0.1 | 0.8 | 10 | -3
CC[C@H](C)[C@H](NC(N)=O)C(=O)NCCc1ccc(OC)cc1 | 0.0 | -1.0 | -8 | -2
CCOC(=O)N1CCC(N(CCOC)C(=S)Nc2ccc(C(C)C)cc2)CC1 | -0.1 | -0.6 | 8 | -2
Cc1nnc(SCCN2CCOCC2)n1-c1ccccc1 | 0.1 | -0.3 | 4 | 0
C=CCSc1nc2sc3c(c2c(=O)n1CC(=C)C)CC(C)(CC)OC3 (configuration not stated) | 0.7 | 2.5 | 24 | 4
O=C(N/N=C/c1ccncc1)c1cc(-c2ccccc2)n[nH]1 | 0.0 | 0.0 | -1 | 1
CC1CCCCN1C(=O)CSc1nnc(Nc2ccccc2)s1 (configuration not stated) | -0.1 | -1.1 | 4 | -7
CCc1ccc(OCC(=O)Nc2ccc3c(c2)N(C(C)=O)c2ccccc2CC3)cc1 | 0.0 | -0.5 | 13 | -5
COc1cccc(NC(=O)CCC2CCN(Cc3cnc(SC)nc3)CC2)c1 | 0.1 | 1.6 | 2 | -3
O=S(=O)(c1ccc(F)cc1)n1c(Cc2ccccc2)nc2ccccc21 | 0.0 | -0.3 | 4 | -5
CCN1C(=O)C2C(c3ccccc3)NN(Cc3ccccc3)C2C1=O (configuration not stated) | -0.1 | 0.4 | 8 | -3
CCc1cc(=O)oc2c(C)c(O)ccc12 | 0.1 | 1.1 | 4 | 17
CCn1c2c(c3cc(Cl)ccc31)CCC/C2=N\O | -0.1 | 0.1 | 5 | 7
O=C(Cc1ccccc1)Nc1ccnn1C1CCN(Cc2cccc3cccnc23)CC1 | -0.1 | -0.2 | 2 | 2
COc1cc(NC(=O)c2nn3c(c2Br)NC(c2cccs2)CC3C(F)(F)F)cc([N+](=O)[O-])c1 (configuration not stated) | 0.2 | -0.7 | 7 | -5
CCn1c(CCC(=O)Nc2nc3ccccc3[nH]2)nc2cc(S(=O)(=O)N(C)C)ccc21 | 0.2 | 0.2 | 4 | 16

Four successive records out of the list so far:
SMILES | FBW7 activator | GPR151 activ | MITF primary | TEAD-YAP inh
CCCOc1ccc(C(=O)Nc2ccc(Cl)c(-c3nc4ccccc4o3)c2)cc1 | 0.0 | 1.6 | 6 | 9
CCOC(=O)c1sc(NC(=O)CCSc2nnc3ccccn23)c(C(=O)OCC)c1C | 0.7 | -0.8 | 18 | -6
Cc1c(-c2nc3cnccn3c2NCc2ccc3c(c2)OCO3)cnn1C | 0.3 | -0.9 | 16 | 6
COc1cccc(CN2CCN(Cc3ccccc3Br)CC2)c1OC | -0.2 | -1.6 | 35 | -21

(next part)
SMILES | FBW7 activator | GPR151 activ | MITF primary | TEAD-YAP inh
NS(=O)(=O)c1ccc(NC(=S)NC2CCCCC2)cc1 | 0.0 | 1.0 | 19 | 0
CCOc1ccccc1OCc1nn2c(-c3ccc(F)cc3)nnc2s1 | 0.2 | -1.4 | -14 | -6
Cc1cc(C)c(OCCNCCO)c(Cl)c1 | -0.1 | -0.3 | 27 | -3
Brc1ccc(CSc2nnc(-c3ccco3)n2-c2ccccc2)cc1 | 0.1 | -1.4 | -3 | -7
O=[N+]([O-])c1ccc(N2CCN(S(=O)(=O)c3cccs3)CC2)cc1N1CCCCC1 | -0.2 | -0.5 | -2 | -3
O=C(Cc1ccccc1)N1N=C(c2c(-c3ccccc3)c3cc(Cl)ccc3[nH]c2=O)CC1c1ccccc1 (configuration not stated) | -0.1 | 0.4 | 5 | 6
CC(C)OCC(O)Cn1c(NCCc2ccccc2)nc2c1c(=O)[nH]c(=O)n2C (configuration not stated) | -0.1 | 0.6 | 0 | -4
CC(C)N(CCNc1nc(Nc2ccc(-n3ccnc3)cc2)nc2c1ncn2C(C)C)C(C)C | 0.5 | -1.5 | 5 | 60*
O=C(Nc1nnc(CCS(=O)(=O)c2ccc(Br)cc2)s1)c1ccccc1Cl | 0.0 | 0.3 | -1 | -9
